PTHR1 agonist: activates the human parathyroid hormone receptor PTHR1. Q03431. HEK293 GP2 PTHR1 cells, GloSensor cAMP luminescence, 1 h. Potency, µM (series often up to 115 µM), for the others: top-dose activation, actives largely listed as activators. actives 0.075% (n = 410,000). AID 743266; note: potency is the fitted concentration of half-maximal effect; nearly all actives have a fitted effect of over 55% in size; some results filed as inactive show a strong effect at the top dose; inactives centre near -15; many of its hits are not listed in these tables
Target sequence (Q03431 whole entry, looked up): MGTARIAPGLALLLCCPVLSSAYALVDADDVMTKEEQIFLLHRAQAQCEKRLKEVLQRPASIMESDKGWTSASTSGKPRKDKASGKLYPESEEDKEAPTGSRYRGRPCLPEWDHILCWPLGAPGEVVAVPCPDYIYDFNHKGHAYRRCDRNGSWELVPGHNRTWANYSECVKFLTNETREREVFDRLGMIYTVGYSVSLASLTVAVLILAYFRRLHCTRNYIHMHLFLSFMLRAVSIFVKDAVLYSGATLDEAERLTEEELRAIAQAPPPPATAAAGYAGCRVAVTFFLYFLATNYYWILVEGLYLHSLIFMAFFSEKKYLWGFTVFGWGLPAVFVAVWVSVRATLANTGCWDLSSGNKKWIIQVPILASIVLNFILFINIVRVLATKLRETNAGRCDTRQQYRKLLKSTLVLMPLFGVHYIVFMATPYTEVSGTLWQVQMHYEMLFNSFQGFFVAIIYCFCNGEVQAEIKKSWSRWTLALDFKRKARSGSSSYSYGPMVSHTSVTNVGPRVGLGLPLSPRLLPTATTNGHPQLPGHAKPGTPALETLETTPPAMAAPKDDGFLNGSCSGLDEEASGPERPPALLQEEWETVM
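HEK-293-derived GP2 cells expressing PTHR1 and a GloSensor cAMP reporter, 3,000/well, plated overnight, given luciferin plus IBMX (each 0.5 mM as added) for 1 h at 37 °C, then compound for 1 h at 37 °C. Luminescence was read after 15 min at room temperature.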
GLP-1R inv ag: GLP-1 receptor (human) inverse agonism. HEK293 GLP-1R CRE-luciferase, luminescence, 24 h; GLP-1R form is constitutively active. Potency, µM (highest dose often 38.3 µM), inactives show at the top dose activity change, negative = inhibition, most hits filed as inhibitors. actives 1.6% (n = 410,000). AID 624417; note: potency is the fitted concentration of half-maximal effect; % is set by controls: 0 for no effect and ±100 for the full control effect; nearly all actives have a fitted effect of over 55% in size
Target sequence (P43220 whole entry, looked up): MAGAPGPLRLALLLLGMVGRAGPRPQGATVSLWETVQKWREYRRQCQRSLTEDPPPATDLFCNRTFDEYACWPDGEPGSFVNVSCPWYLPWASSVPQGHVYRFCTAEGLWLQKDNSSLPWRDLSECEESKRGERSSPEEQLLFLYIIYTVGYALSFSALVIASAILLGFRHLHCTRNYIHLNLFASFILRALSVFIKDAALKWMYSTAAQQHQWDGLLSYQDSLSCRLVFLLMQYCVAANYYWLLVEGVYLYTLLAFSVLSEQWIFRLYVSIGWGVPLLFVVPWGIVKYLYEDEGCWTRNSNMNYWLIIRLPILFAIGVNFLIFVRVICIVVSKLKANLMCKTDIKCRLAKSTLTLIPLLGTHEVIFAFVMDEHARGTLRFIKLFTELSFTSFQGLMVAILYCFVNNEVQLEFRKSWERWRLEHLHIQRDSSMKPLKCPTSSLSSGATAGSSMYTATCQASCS
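Seeding at 200 cells/uL, 12 h culture, 24 hr compound treatment, then luciferase reagent and a luminescence read; cells are HEK293 stably expressing a constitutively active GLP-1R plus cAMP-responsive luciferase.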
TDP43 rescue: rescues yeast growth from TDP-43 toxicity; AID 652104; TDP-43 expressing yeast growth rescue, BacTiter-Glo, 24 h; Potency, µM (titrated, usually from 46.1 µM), without a hit: at the top dose growth rescue (activation), hits mostly activators; actives 1.8% (n = 410,000); note: potency is the fitted concentration of half-maximal effect; % of control where 0% means no effect; nearly all actives have a fitted effect of over 50% in size
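Galactose-induced TDP-43 yeast, OD600=0.02, compound pinned; 24 hr, 30 deg C; BacTiter-Glo luminescence for growth. Inhibitors of TDP-43 toxicity read as activators.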
DRD3 antagonist: D3 dopamine receptor (human) antagonism; P35462; D3R cells, DiscoveRx beta-arrestin luminescence, antagonist mode; active compounds read low; max response, negative = inhibition, %; actives 2.5% (n = 360,000); AID 652054; in the data active = max response below about -50%; inconclusive = no clear call, values can overlap the other calls; note: % is set by controls: 0 for no effect and ±100 for the full control effect; mostly tested at two doses, the higher about 12 µM
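Cells expressing the human receptor were seeded at 1500 cells/well, incubated overnight at 37 degrees C in 5% CO2, then exposed to library compounds with dopamine controls for 90 minutes at 37 degrees C before luminescent detection.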
Abeta rescue: compounds reversing amyloid beta toxicity in yeast. yeast expressing A-beta42, growth rescue, OD600, 48 h; response scale: 0% DMSO, 100% iron-clioquinol control. Potency, µM (series often up to 46.1 µM), without a hit: top-dose growth rescue, most hits filed as activators. actives 0.063% (n = 410,000); note: potency is the fitted concentration of half-maximal effect; nearly all actives have a fitted effect of over 55% in size
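Yeast A-beta toxicity model in growth medium with pinned compounds, 48 h at 30 C; growth read as absorbance at 600 nm. Normalized to FeCl3/clioquinol equimolar mix (positive) and DMSO (negative).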
FUS yeast rescue: suppressors of FUS proteinopathy in yeast | S. cerevisiae FUS-expressing, growth rescue, OD600, 24 h | actives 0.24% (n = 390,000) | AID 1347120 | Potency, µM (series often up to 76.6 µM), without a hit: top-dose growth rescue (activation), actives largely listed as activators;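 note: potency is the fitted concentration of half-maximal effect; plate controls were DMSO vehicle for no effect and reference control for full effect; nearly all actives have a fitted effect of over 55% in size; some results filed as inactive show a strong effect at the top dose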
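Read-out: OD at 600 nm after 24hr at 30C, reporting rescue of FUS-induced yeast toxicity. Cells at OD 0.005 in galactose (2%) minimal medium; compounds tested in a dilution series; CP55940 titration from 92uM final as control.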
aSyn yeast inh: inhibitors of alpha-synuclein toxicity in yeast | Yeast expressing alpha-synuclein, growth rescue, BacTiter-Glo, 24 h | Potency, µM (highest dose often 46.1 µM), for the others: top-dose growth rescue (activation), usual class: activators | actives 0.14% (n = 370,000); note: potency is the fitted concentration of half-maximal effect; % of control where 0% means no effect; nearly all actives have a fitted effect of over 65% in size
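Screening used galactose-induced yeast with toxic alpha-synuclein levels, exposed to compound for 24 hr at 30 deg C. Cell growth, read with BacTiter-Glo luminescence, gave the measured signal.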
pAkt inh: inhibitors of Akt phosphorylation | AID 651550 | actives 0.32% (n = 360,000) | activity change, % for hits at 50 µM | Neuro2A IGF-stimulated pAkt S473 HTRF, 20 min; active compounds read low; in the data active = activity change below about -80%; inconclusive = mostly about -51% to -80%; note: % is set by controls: 0 for no effect and ±100 for the full control effect
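Neuro2A cells in DMEM with 0.5% FBS, overnight at 37 deg C, given compound at single 50 µM final, then IGF (6 nM final) for 20 min at 37 deg C. Lysed; phospho-Akt Ser473 by HTRF after 24 h, 665/615 ratio.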
GLP1R ag: activates the human GLP-1 receptor. HEK293 GLP-1R CRE-luciferase, luminescence, 4-6 h; cells express a hypersensitive GLP-1R form. P43220. Potency, µM (doses to about 45.6 µM), inactives show at the highest dose activation, usual class: activators. actives 0.007% (n = 380,000); note: potency is the fitted concentration of half-maximal effect; % of control where 0% means no effect
* marks the source's active call; other numbers are inactive results; i = inactive; ? = inconclusive; . = no result given; [ ] = remark or other dose. Unless noted, calls come from the whole dose curve; as a rule, active = well fitted curve in the direction sought with a large enough effect; inconclusive = small, poorly fitted or top-dose-only effect, or another doubt; inactive = no such curve, though single readings can be large; an effect the other way counts as inactive or inconclusive.

no.	mol	pAkt inh	PTHR1 agonist	Abeta rescue	aSyn yeast inh	GLP-1R inv ag	DRD3 antagonist	GLP1R ag	FUS yeast rescue	TDP43 rescue
1	CCOc1ccc(NC(=S)N2CCCN(Cc3cccc(Cl)c3)C2)cc1	i	i	10%	15%	?	-74*	16%	23%	-8%
2	COc1ccc(OC)c(NC(=O)N[C@@H](Cc2ccccc2)C(=O)O)c1	i	i	11%	0%	12%	24	-10%	26%	-4%
3	COc1ccc(Cc2c(-c3ccc(C)cc3)nc3c(C)cc(Br)cn23)c(C)c1	i	i	8%	9%	?	14	-1%	42%	0%
4	CCOc1cc(NC(=S)NCC2CCCO2)c(OCC)cc1NC(=O)c1ccccc1C (stereo unspecified)	i	-11%[57.5 µM]	23%	3%	0%	0	5%	19%	1%
5	c1ccc(-c2cnnc(N3CCCCC3)n2)cc1	i	-10%[57.5 µM]	-21%	-8%	-31%	-13	7%	6%	17%
6	CC12CCC(C(=O)N3CCc4ccccc43)(CC1=O)C2(C)C (stereo unspecified)	i	-4%	-3%	13%	13µM*	0	0%	7%	?
7	Cc1ccc2c(c1)N(C(=O)CCC(=O)NCCCN1CCN(C)CC1)CC(C)O2 (stereo unspecified)	i	-34%	9%	8%	-17%	15	-4%	-19%	9%
8	CC(=O)c1ccc(N2CCN(c3ccccc3O)CC2)c([N+](=O)[O-])c1	i	-22%	10%	0%	?	-25	14%	34%	21%
9	CC(C)CN(CC(C)C)C(=O)CC(=O)NC(=O)c1ccc(Cl)cc1	i	i	8%	2%	0%	20	-1%	22%	13%
10	Oc1c(C(c2ccco2)N2CCC3(CC2)OCCO3)sc2ncnn12 (stereo unspecified)	i	i	2%	2%	-9%	16	-2%	-2%	15%
11	CCN(CC(=O)Nc1c(F)cccc1F)C(=O)c1ccc(Sc2nncn2C)c([N+](=O)[O-])c1	i	-15%	-5%	-1%	14%	3	2%	2%	-6%
12	O=C(O)c1ccc(CSCc2c(F)cccc2Cl)o1	i	i	4%	-13%	0%	?	1%	9%	-16%

The final three compounds of the part above are carried over, then new ones follow.
no.	mol	pAkt inh	PTHR1 agonist	Abeta rescue	aSyn yeast inh	GLP-1R inv ag	DRD3 antagonist	GLP1R ag	FUS yeast rescue	TDP43 rescue
10	Oc1c(C(c2ccco2)N2CCC3(CC2)OCCO3)sc2ncnn12 (stereo unspecified)	i	i	2%	2%	-9%	16	-2%	-2%	15%
11	CCN(CC(=O)Nc1c(F)cccc1F)C(=O)c1ccc(Sc2nncn2C)c([N+](=O)[O-])c1	i	-15%	-5%	-1%	14%	3	2%	2%	-6%
12	O=C(O)c1ccc(CSCc2c(F)cccc2Cl)o1	i	i	4%	-13%	0%	?	1%	9%	-16%
13	CC(C)CN(CCNC(=O)CN1C(=O)COc2ccc(S(=O)(=O)N3CCC(C)CC3)cc21)CC(C)C	i	i	-11%	2%	-7%	8	0%	-18%	4%
14	CN1C[C@@H]2[C@@H]3C(=O)N(C)C(=O)[C@@H]3[C@](C)(C1=O)N2C(=O)c1ccc(C(C)(C)C)cc1	i	i	-3%	1%	16%	-7	-6%	4%	21%
15	CN1/C(=C/c2cccc[n+]2CCO)Sc2ccccc21	i	22%	-7%	-2%	4%	-25	-2%	21%	-15%
16	COC(=O)c1c(NC(=O)COC(=O)C2CCC2)sc(C)c1C	i	-5%	10%	-15%	51%	5	10%	15%	-3%
17	CN(C)S(=O)(=O)c1cccc(NC(=O)COC(=O)/C=C/c2ccc([N+](=O)[O-])cc2)c1	i	-15%	18%	-1%	16%[0.307 µM]	-18	-4%	14%	-12%
18	CCOc1ccc(C(=O)N2CCN(c3ccccc3)CC2)cc1	i	-8%	-7%	2%	-4%[7.66 µM]	5	7%	1%	-4%[9.22 µM]
19	Cc1cccc(C)c1OCCCCn1c(C2CC(=O)N(c3ccc(F)cc3)C2)nc2ccccc21 (stereo unspecified)	.	-17%	-55%[inhibitor]	.	?	.	.	?	-28%
20	CCOc1ccc2ccccc2c1C1NC(=O)N(C)C(C)=C1C(=O)OCCOC (stereo unspecified)	.	-4%	-18%	3%	8%	-1	-1%	-23%	0%
21	O=C(CNc1cc(S(=O)(=O)N2CCOCC2)ccc1N1CCCC1)N1CCc2ccccc21	i	i	0%	11%	6%[0.307 µM]	-3	2%	24%	14%
22	CC(NC(=O)COc1ccc(S(=O)(=O)N2CCCC2)cc1)c1ccccc1 (stereo unspecified)	i	i	10%	?	-6%	12	-1%	1%	4%
23	C=CCn1cc(/C=N/N2C(=O)C3C4C=CC(C4)C3C2=O)c2ccccc21 (stereo unspecified)	i	i	-3%	5%	?	3	13%	15%	4%
24	COc1ccc(C)cc1NC(=O)CC(=O)Nc1ccc2nc3n(c(=O)c2c1)CCCCC3	.	i	-1%	.	-9%	.	.	42%	-8%
25	CN(C)S(=O)(=O)c1ccc(C(=O)NCc2cccs2)cc1	i	-19%	-5%	-3%	3%	-14	5%	-19%	-15%
26	CCc1ccc(CNc2ncnc3onc(-c4ccc(Cl)cc4)c23)cc1	.	-37%[inhibitor]	-4%	.	7%	.	1%	7%	-5%
27	C[C@@H]1CC=C[C@@H]2[C@H]1C(=O)N(Cc1ccccc1)[C@H]2c1cccc(Br)c1	i	-22%	2%	0%	0%	-19	7%	-24%	19%
28	COc1ccc(N2CCN(Cc3cc(OC)c(O)c([N+](=O)[O-])c3)CC2)cc1	i	-21%	9%	-8%	1%	2	-3%	-2%	11%
29	Brc1ccc(-c2nc(-c3ccncc3)no2)o1	i	i	-1%	3%	55%[activator]	8	-3%	17%	13µM*
30	O=C(NCc1ccco1)C1CCCN(S(=O)(=O)c2ccc(Cl)cc2)C1 (stereo unspecified)	i	-5%	22%	7%	0%	2	-4%	4%	0%
31	CCOC(=O)c1sc(NC(=O)C(CC)Sc2nnc3c4ccccc4n(CC)c3n2)nc1C (stereo unspecified)	i	i	14%	4%	1%	14	-1%	13%	4%
32	O=C(NCc1cccnc1)C1CCCN(Cc2cnn(-c3ccccc3)c2-n2cccc2)C1 (stereo unspecified)	i	0%[57.5 µM]	-13%	-3%	-7%	?	-9%	20%	8%
33	CSc1cccc2sc(NC(=O)C3=COCCO3)nc12	i	-2%	1%	-1%	19%	4	16%	11%	0%
34	COC1(OC)N=C(N)C2(C#N)C(c3ccc4c(c3)OCO4)C12C#N (stereo unspecified)	i	-1%[57.5 µM]	-9%	2%	0%	-3	11%	11%	-10%
35	Cc1cc(C)cc(NC(=O)C2CCCN(S(=O)(=O)c3cccc4nsnc34)C2)c1 (stereo unspecified)	.	20%	-4%	.	-5%	.	-2%	-1%	12%
36	CCN(CC)C(=O)C(C(=O)c1cccc([N+](=O)[O-])c1)n1cc(Cl)ccc1=O (stereo unspecified)	i	i	-10%	-14%	14%	-7	-4%	3%	-23%
37	c1ccc(-c2nc3ccccc3nc2-c2ccccn2)nc1	i	-15%	5%	-1%	38%[activator]	-8	-3%	9%	-12%
38	COc1ccc(C2CC(=O)Oc3cc(O)ccc32)cc1 (stereo unspecified)	i	-26%	1%	?	5%	-1	1%	-13%	18%
39	CCCc1cc(=O)oc2c3c(cc(OCC(=O)N[C@@H](CSC)C(=O)O)c12)OC(C)(C)CC3	i	-4%	-12%	-2%	7%	-10	-1%	23%	-5%
40	CC1CCc2onc(C(=O)O)c2C1 (stereo unspecified)	i	i	10%	9%	-20%	1	0%	-2%	-9%
41	COc1ccc(C2C3=C(CC(c4ccco4)CC3=O)Nc3ccccc3N2C(C)=O)cc1 (stereo unspecified)	i	-1%	5%	3%	4%	1	-5%	12%	15%
42	O=C1CCN(Cc2ccccc2)S(=O)(=O)c2ccccc21	i	-21%	-3%	3%	-7%	-13	10%	-18%	11%
43	CC(C)n1nnnc1SCC(=O)N1CCOCC1	i	i	-8%	-8%	3%	9	-4%	-23%	-12%
44	CCOc1cc(C2C(C(C)=O)=C(C)Nc3ncnn32)ccc1O (stereo unspecified)	i	-24%	2%	1%	14%	26	-1%	-24%	0%
45	O=C(OCC#CCSc1nnc(-c2ccc(Br)cc2)o1)c1ccco1	i	-10%	-3%	1%	0%	4	-5%	-17%	27%
46	CCOc1ccc2nc(/N=C/c3c(C)[nH]n(-c4ccccc4)c3=O)sc2c1	i	-32%[inhibitor]	-15%	-27%	18%	?	3%	.	6%
47	O=C(N/N=C/c1ccccn1)c1cc(-c2ccccc2)nc2ccccc12	i	-58%[inhibitor]	-9%	?	?	0	-5%	36%	-7%
48	O=C(O)C1=C(C(=O)Nc2ccc(F)c(Cl)c2)CCCC1	i	i	-10%	-3%	2%	-22	1%	28%	-6%
49	Cc1c(C(=O)Nc2ccc(F)c(C(F)(F)F)c2)sc2nc(-c3ccccc3)cn12	.	-32%[inhibitor]	-1%	.	-3%	.	.	5%	8%
50	CNC(=O)C(=O)NCC1OCCN1S(=O)(=O)c1ccc(C)cc1 (stereo unspecified)	i	-16%	-4%	-3%	4%	4	-28%	.	-13%
51	COc1ccccc1CCn1c(N)cc(=O)[nH]c1=O	i	?	-1%	?	6%	-16	2%	-31%	-4%
52	COCc1cc(=O)[nH]c2cc(NC(=O)c3cccc(OC)c3)c(C)cc12	i	-17%	5%	-1%	17%	1	14%	7%	-18%
53	Cc1cccc2nc(-c3ccccn3)c(Nc3ccc(F)cc3)n12	.	i	7%	.	?	.	.	16%	-21%
54	O=c1cc(CCc2ccccc2)oc2cccc(O)c12	i	-29%	-14%	12%	-9%	-13	8%	-5%	?

Only part of the results is shown (hit frequency here may not be typical).
